Source: PubChem
M4 PAM = positive allosteric modulators of human muscarinic M4 receptor | P08173 | 0.4% of 360,000 active | CHO-K1 hM4/Gqi5, Fluo-8 calcium fluorescence, ACh EC20; 0% = ACh EC20, 100% = maximal ACh | activation, % at 3 µM | AID 624126;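 active = activation above its plate's cutoff, the mean activation of sample wells plus 3 SD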; note: some results filed as inactive read as strong as hits
Target sequence (P08173 whole entry, looked up): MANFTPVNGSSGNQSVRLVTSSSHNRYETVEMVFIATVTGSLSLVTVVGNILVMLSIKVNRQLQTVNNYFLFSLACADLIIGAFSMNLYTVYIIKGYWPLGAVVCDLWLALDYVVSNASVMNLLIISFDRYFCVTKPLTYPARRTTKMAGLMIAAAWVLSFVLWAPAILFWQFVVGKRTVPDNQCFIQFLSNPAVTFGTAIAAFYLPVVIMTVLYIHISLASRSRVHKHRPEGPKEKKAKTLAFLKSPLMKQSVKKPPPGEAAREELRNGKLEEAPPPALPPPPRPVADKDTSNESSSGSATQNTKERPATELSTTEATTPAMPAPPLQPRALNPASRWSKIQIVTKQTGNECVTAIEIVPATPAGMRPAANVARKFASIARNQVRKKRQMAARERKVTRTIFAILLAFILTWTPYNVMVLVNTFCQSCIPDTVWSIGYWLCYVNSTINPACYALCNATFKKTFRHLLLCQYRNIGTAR
CHRM5 agonist = agonists of human muscarinic M5 receptor (CHRM5) | P08912 | CHO-K1 hM5 cells, Fluo-8 calcium fluorescence; 0% DMSO wells, 100% maximal acetylcholine response | activation, % at 3 µM | 0.19% of 360,000 active | AID 624037;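 active = activation above the run's mean over test compounds plus 3 SD, cut at about 23% in these data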;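 note: signal is peak over basal fluorescence ratio across the kinetic read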
Target sequence (P08912 whole entry, looked up): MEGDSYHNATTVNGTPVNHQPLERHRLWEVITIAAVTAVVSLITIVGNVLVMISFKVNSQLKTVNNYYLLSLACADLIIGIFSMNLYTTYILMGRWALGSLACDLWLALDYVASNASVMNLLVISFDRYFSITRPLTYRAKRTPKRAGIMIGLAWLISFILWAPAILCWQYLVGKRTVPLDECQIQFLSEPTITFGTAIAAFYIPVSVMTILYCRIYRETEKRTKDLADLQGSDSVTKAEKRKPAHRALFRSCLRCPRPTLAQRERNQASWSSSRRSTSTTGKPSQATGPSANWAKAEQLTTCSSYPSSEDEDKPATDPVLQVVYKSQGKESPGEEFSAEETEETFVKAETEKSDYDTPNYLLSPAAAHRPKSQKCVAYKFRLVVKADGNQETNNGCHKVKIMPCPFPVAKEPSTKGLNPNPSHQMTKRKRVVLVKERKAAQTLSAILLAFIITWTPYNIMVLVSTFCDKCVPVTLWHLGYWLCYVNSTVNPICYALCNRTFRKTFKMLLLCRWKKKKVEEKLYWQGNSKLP
CHO-K1 Ca PAM = M1 PAM counterscreen hit in parental CHO-K1 cells | ATP EC20, Fluo-8 calcium fluorescence; 0% at ATP EC20, 100% at ATP max | activation, % at 3 µM | 0.02% of 360,000 active | AID 602247;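 active = activation above the run cutoff, the mean activation of all test compounds plus 3 SD, cut at about 40% in these data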;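 note: peak over basal fluorescence ratio in a 140 s read after ATP addition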
M5 PAM = CHRM5 positive allosteric modulation | P08912 | CHO-K1 hM5, Fluo-8 calcium, ACh EC20 PAM; 0% = ACh EC20, 100% = ACh EC100 | activation, % at 3 µM | 0.3% of 360,000 active | AID 624038;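 active = activation above the run cutoff, the mean activation of all test compounds plus 3 SD, cut at about 18% in these data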
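Assay system – human M5 receptor in CHO-K1 cells · Read-out – % activation, ACh-normalized · Technique – Fluo-8 calcium fluorescence · Dosing – single-point, 3 µM nominal · Incubation – Fluo-8 loading 80 min at 37 °C plus 30 min room temperature · Repeats – singlicate, one well per test compound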
CHO-K1 Ca ag = counter-screen for M1 agonists: effect in parental CHO-K1 cells; Fluo-8 calcium fluorescence; scaled to maximal ATP response, vehicle zero; activation, % at 3 µM; 0.48% of 360,000 active; AID 602248; in the data active = activation above about 15%;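 note: untransfected CHO-K1 host cells lacking M1 receptor as counterscreen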
M4 ag = agonists of human muscarinic M4 receptor (CHRM4). CHO-K1 hM4/Gqi5, Fluo-8 calcium fluorescence; vehicle 0%, full acetylcholine response 100%. activation, % at 3 µM. 0.14% of 360,000 active;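 active = activation above the run mean over all test wells plus 3 SD, cut at about 32% in these data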;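 note: peak over basal fluorescence ratio per well then scaled between controls; 0% = DMSO wells and 100% = acetylcholine at EC100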
CHRM5 antagonist = CHRM5 antagonism in calcium assay | P08912 | CHO-hM5 cells, Fluo-8 calcium fluorescence, ACh EC80 | inhibition, % at 3 µM | 0.59% of 360,000 active | AID 624040;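 active = inhibition above a per-plate cutoff, the mean of that plate's test compounds plus 3 SD, cut at about 27% in these data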;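 note: 0% = acetylcholine EC80 with DMSO and 100% = DMSO without agonist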
CHRM4 antagonist = CHRM4 antagonism in calcium assay; CHO-hM4 cells, ACh EC80, Fluo-8 calcium fluorescence; inhibition, % at 3 µM; 0.73% of 360,000 active;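 active = inhibition above its plate's cutoff, the mean inhibition of sample wells plus 3 SD, cut at about 27% in these data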;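 note: 0% = acetylcholine EC80 with DMSO and 100% = DMSO without agonist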
CHO-K1 Ca antag = counter-screen for M1 antagonists: effect in parental CHO-K1 cells; AID 602250; inhibition, % at 3 µM; ATP-induced calcium, Fluo-8 fluorescence; 0.6% of 360,000 active;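 active = inhibition above a per-plate cutoff, the plate's mean sample inhibition plus 3 SD, cut at about 24% in these data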;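 note: 0% = DMSO plus EC80 ATP and 100% = DMSO alone without ATP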
* = called active by the depositor. This is a random part of the collection, and some 2.7% of all compounds hit somewhere here.

SMILES	M4 PAM	CHRM5 agonist	CHO-K1 Ca PAM	M5 PAM	CHO-K1 Ca ag	M4 ag	CHRM5 antagonist	CHRM4 antagonist	CHO-K1 Ca antag
COc1cccc(NC(=O)c2nn(C)cc2Br)c1	-6	3	6	-14	6.1	15	12	26	14
Cc1[nH]n(-c2ccc([N+](=O)[O-])cc2)c(=O)c1C=NCCc1ccc(S(N)(=O)=O)cc1	1	0	15	-1	2.7	1	4	2	-4
COc1ccc2c(c1)c(=O)oc1cc3occ(C(C)(C)C)c3cc12	2	1	-2	-1	-0.2	1	-6	5	-1
CC1=CC(C)(C)n2c(O)c(N=N)c3c(C)ccc1c32	-2	-1	26	2	0.3	-3	-5	-11	-30
COC(=O)C1=C(N)Oc2cc(N(C)C)ccc2C1c1ccccc1OC (centres undefined)	-9	-1	23	-3	1.5	-2	1	8	-19
O=C(Nc1ccccc1N1CCN(C(=O)c2ccccc2)CC1)c1ccc(Cl)cc1	-16	1	3	-11	5.4	16	16	5	3
COc1cccc(N2CCN(C(=O)c3cc4c(=O)n(Cc5ccccc5)ccc4nc3C)CC2)c1	-4	-3	-7	-3	4.6	9	16	-7	-12
COC(=O)c1cccc(-c2noc(-c3ccccc3F)n2)c1	0	-1	-11	9	0.4	-1	0	-15	3
Cc1ccc(NC(=O)c2cc(S(=O)(=O)N3CCOCC3)cs2)cc1	-3	-3	6	-8	0.7	3	4	-3	-5
COc1cccc(-n2c(COc3ccc(C)cc3)nnc2SCC(N)=O)c1	8	1	3	-5	0.5	2	0	-7	-11
Brc1ccc2nc(C3CCCCC3)c(Cc3ccsc3)n2c1	-6	-7	4	-1	-0.2	0	11	8	-20
O=C(CNC(=O)COc1ccccc1)NCCN1CCOCC1	1	0	5	1	0.1	0	4	-1	-16
Cc1oc2cc(OC(C)C(=O)O)ccc2c(=O)c1Oc1ccccc1 (centres undefined)	11	1	-2	3	0.0	1	-9	4	8
O=C(COC(=O)C1CCCC1)Nc1ncc(Cl)cc1Cl	5	0	10	1	1.2	1	2	-2	-6
COc1ccc(C2CC(=O)Oc3c(C(CCN4CCCC(C)C4)c4ccc(N(C)C)cc4)c(OC)cc(OC)c32)cc1 (centres undefined)	6	-1	6	-3	1.0	1	8	-4	-12
Cc1ccc(Cc2nc(-c3cccnc3)no2)cc1	8	2	9	13	0.5	1	-9	-7	-4
Cn1nnc(-c2ccc(OCc3ccccc3F)cc2)n1	-14	-2	18	-6	1.6	1	11	10	-11
CCN1CCc2nc(NC(=O)CC(c3ccccc3)c3ccccc3)sc2C1	1	-5	4	2	0.1	0	-7	-13	4
CCOC(=O)/C=C/C(=O)OCC(=O)NCc1ccccc1	-4	2	5	-6	0.8	2	1	4	-4
CCN(C1CCCCC1)S(=O)(=O)CCNC(=O)c1ccc(OC)cc1	-2	1	-11	-5	0.7	3	4	0	12
OCC[C@@H]1C[C@@H](O)[C@H](O)[C@]2(CCCO2)O1	17	3	16	6	-0.1	2	-2	-1	-16
O=C(CCCCCCN1C(=O)c2ccccc2C1=O)NC1CCCCC1	4	-6	8	3	0.3	3	5	-11	-12
O=C(COC(=O)c1oc2ccccc2c1CSc1ccc(Cl)cc1)NC1CCCC1	-5	0	27	7	15	-1	-10	-7	-3
COc1cc(OC)c(NC(=O)c2ccc(Br)o2)cc1Cl	2	-3	13	-6	0.3	-1	1	4	-10

The last 4 entries of the section before lead into the next.
SMILES	M4 PAM	CHRM5 agonist	CHO-K1 Ca PAM	M5 PAM	CHO-K1 Ca ag	M4 ag	CHRM5 antagonist	CHRM4 antagonist	CHO-K1 Ca antag
OCC[C@@H]1C[C@@H](O)[C@H](O)[C@]2(CCCO2)O1	17	3	16	6	-0.1	2	-2	-1	-16
O=C(CCCCCCN1C(=O)c2ccccc2C1=O)NC1CCCCC1	4	-6	8	3	0.3	3	5	-11	-12
O=C(COC(=O)c1oc2ccccc2c1CSc1ccc(Cl)cc1)NC1CCCC1	-5	0	27	7	15	-1	-10	-7	-3
COc1cc(OC)c(NC(=O)c2ccc(Br)o2)cc1Cl	2	-3	13	-6	0.3	-1	1	4	-10
O=S(=O)(Nc1ccc(S(=O)(=O)Nc2ncccn2)cc1)c1ccc(Cl)cc1	2	-3	9	-3	2.9	1	10	4	-8
CCC(C)(C)NC(=O)C(c1cccn1C)N(C(=O)Cn1nnc2ccccc21)c1ccccc1OC (centres undefined)	2	-1	17	3	0.7	1	-3	-9	-20
O=C(c1cccn2c(=O)c3ccccc3nc12)N1CCN(Cc2ccc3c(c2)OCO3)CC1	-2	-2	14	-2	3.1	10	4	-6	-17
CCCCNC(=O)COC(=O)CCC(=O)c1ccc(Cl)cc1	4	3	14	3	1.0	2	4	-6	-8
O=C(CCN1CCN(S(=O)(=O)c2ccc(Br)cc2)CC1)Nc1ccccc1F	0	-1	19	-2	0.1	0	4	-7	-7
Cc1ccc(CC(=O)Nc2nc3c(s2)CCCC3)cc1	2	-8	19	17	0.7	-1	-12	0	-2
CC(=O)c1ccccc1C(=O)N1CCC(CCC(=O)NCc2ccc(F)cc2)CC1	3	1	14	-2	0.5	1	-4	-7	-8
c1cnc(N2CCN(Cc3ccc4c(c3)OCO4)CC2)cn1	1	-7	2	1	0.4	1	8	-6	-13
O=C(Nc1ncc2c(n1)-c1ccccc1OC2)c1ccc(Cl)cc1Cl	4	1	20	0	0.3	1	5	4	-9
COc1ccc(S(=O)(=O)Nc2nnc(C)s2)cc1	9	-1	15	-3	0.3	3	-4	6	-12
COc1ccc(OCc2cccc(C(=O)NN)c2)cc1	-10	-2	12	-13	1.2	2	9	-7	-4
CCCc1cc(NCC2CCCO2)n2c(nc3ccccc32)c1C#N (centres undefined)	-2	-11	10	-9	1.3	4	-3	-7	-14
Cc1cc(N2CCOCC2)nc2ccc(NC(=S)NC(C)C)cc12	-1	-1	3	2	0.7	3	1	-8	6
Cn1c(/N=C/c2cccs2)nc2ccccc21	-1	0	20	3	0.3	0	-4	5	-4
O=C(CNC(=O)c1ccc(Br)cc1)NCC(=O)OCC(=O)c1ccc(F)cc1	2	-1	4	0	0.9	1	14	-1	-5
CC(Nc1ccc([N+](=O)[O-])cc1[N+](=O)[O-])c1ccccc1 (centres undefined)	0	-10	11	-3	-0.5	0	11	-14	-18
Cc1cccc(COCC(CC(C)C)N2CCN(C(=O)c3ccc(C(F)(F)F)cc3)CCC2=O)c1 (centres undefined)	-3	-6	1	0	-0.9	4	6	-12	-12
COc1ccccc1NC(=O)CN(C)S(=O)(=O)c1ccc(F)cc1	-2	-2	21	1	0.5	1	-1	-2	-13
Cc1cc(-n2c(SCCC#N)nnc2-c2cccnc2)ccc1Cl	2	-2	9	-4	0.7	0	3	0	-9
CC(C)(C)c1ccc(C(=O)NC(=O)COC(=O)CCS(=O)(=O)c2ccccc2)cc1	6	-4	7	-7	4.6	1	10	-2	-18
COc1ccc(-c2cn(CCC(=O)O)c(-c3ccc(Cl)nc3)n2)cc1	17	3	36	9	0.9	4	3	1	-25
COC(=O)CN(C)C(=O)c1ccc(OC)c(OC2CCN(C(C)C)CC2)c1	1	-1	6	-3	0.5	2	3	-2	-8
CCN1CCN(c2ccc(Cl)cc2NC(=O)c2ccc(-n3nc(C)cc3C)cc2)CC1	-4	-10	4	-31	1.8	8	19	3	-8
O=C(NCCNS(=O)(=O)c1cccc(C(F)(F)F)c1)c1cc(OCC(F)(F)F)ccc1OCC(F)(F)F	0	1	-4	6	0.0	0	2	-4	4
Cc1c(C)n(-c2ccc(Cl)cc2)c2ncnc(N)c12	-8	0	-1	1	0.3	-1	3	15	-9
COc1ccc(OC(C)C(=O)NCCC2=CCCCC2)cc1 (centres undefined)	4	-6	22	-5	1.0	1	11	-8	-6
COc1ccc(CCNC(=O)c2ccc3c(c2)N(Cc2ccc(F)cc2)CCS3)cc1OC	-8	-2	-11	-5	5.3	10	3	7	12
O=C(NC1CCCCCCC1)c1cc(-c2ccccn2)nc2ccccc12	-2	-1	19	1	0.1	1	11	-2	-8
O=C(/C(C=Nc1ccc(Br)cc1)=C(/O)c1ccco1)C(F)(F)F	-5	-1	25	-2	1.3	1	9	5	-9
S=C1NC2=C(C(c3ccc(Br)cc3)N1)N1CCC2CC1 (centres undefined)	2	0	12	0	6.2	2	1	-1	4
CC(C)(C)c1ccc(SC2=C[C@@]3(O)CC[C@@H](O)[C@@](Sc4ccc(C(C)(C)C)cc4)(C2=O)[C@H]3O)cc1	-11	-4	2	-16	5.0	12	19	25	-3
COc1cccc(/C=N/NC(=O)c2nnn(-c3nonc3N)c2C(C)C)c1OCc1ccc(F)cc1	-7	-2	12	-6	6.0	11	9	3	0
OCCNCCCOc1ccc(Cl)cc1Br	-7	-2	17	0	0.6	4	-2	1	-3
Cc1ccccc1CS(=O)(=O)Cc1ccc(C(=O)NC2CCCCC2)o1	-6	1	16	3	1.8	3	2	-14	-13
CCOC(=O)Cn1c(-c2cccnc2Cl)nc2cc(C)c(C)cc21	18	0	7	0	-0.2	1	-1	18	2
CCCNC(=O)CCn1c(=S)oc2ccccc21	3	0	24	3	0.1	0	6	-4	-5
O=C(NCc1ccccc1Cl)c1cc2ccccc2oc1=O	-3	1	13	-6	0.8	0	5	11	-5
S=C1NCN(CCc2ccccc2)CN1Cc1ccccc1	0	-3	22	-4	3.3	1	18	0	-14
Cc1ccc(NS(=O)(=O)c2ccc(-c3ccc(=O)[nH]n3)o2)c(C)c1	-4	-1	3	-2	2.0	1	-2	3	-10
CCOc1cccc(-c2nnc3sc(COc4ccc(Cl)cc4)nn23)c1	1	-6	13	4	0.5	1	0	10	-11
O=C(COC(=O)C1=COCCO1)Nc1ncc(Cl)cc1Cl	0	-5	4	2	0.7	1	-4	4	-2
Cn1c(SCC(=O)c2ccc(F)cc2)ncc(C(=O)Nc2ccccc2)c1=O	11	2	-5	7	1.0	1	-3	-2	-8
COc1cccc(C(=O)Nc2cc(NC(=O)c3cccs3)ccc2C)c1	2	1	5	1	10	3	-3	-2	3
CCOC(=O)c1sc(NC(=O)c2cc(-c3ccc(C)cc3)nc3ccccc23)c(C#N)c1C	-7	-1	15	3	1.7	1	-2	10	-15
COc1ccc(C(=O)N(C)C2CCCN(Cc3ccccc3F)C2)cc1C (centres undefined)	2	-1	-11	-7	-0.3	0	13	8	3
CCOC(=O)N1CCC(Nc2nc(OC)nc(OC)n2)CC1	0	1	8	2	0.1	0	-5	-3	-12
Cc1ccc(NNC(=O)c2ccno2)c(C)c1	-5	1	11	7	0.4	0	5	13	-6
Cc1ccnn1-c1ccc(C(=O)OCC(=O)Nc2ccc(F)cc2)cc1	3	4	-26	1	0.3	0	5	6	6
O=C(CN1CCOCC1)NNC(=S)Nc1ccccc1	12	9	26	29*	2.0	2	-2	3	-16
COc1ccc2c(Cl)c(-c3nnco3)sc2c1	6	-8	13	-4	0.0	0	-3	-10	-12
CC(C)NC(=O)N1CCC(c2nc3ccccc3s2)CC1	-7	-1	-7	-2	1.6	2	5	13	-11
COC(=O)CCC(=O)OC1(C)C(=O)C2=CN(Cc3ccccc3)C(c3ccc(OC)cc3)=CC2=C(Br)C1=O (centres undefined)	5	-1	13	4	0.1	2	2	-14	-13
